Compound activity as filed in PubChem.
MCL1-BIM inh – inhibitors of human MCL1 binding to BIM-BH3 peptide; Q07820; GST-MCL1 / FITC-Bim-BH3 fluorescence polarization; inhibition, % at 10.9 µM; hit rate 0.68% among 320,000; AID 2057;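 active = inhibition above the mean inhibition of all tested compounds plus 3 SD, set per campaign, cut at about 40% in these data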;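 also: 0% = DMSO wells and 100% = unlabeled Bim-BH3 peptide control; higher means more loss of mP so more displacement of Bim peptide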
Target sequence (Q07820 whole entry, looked up): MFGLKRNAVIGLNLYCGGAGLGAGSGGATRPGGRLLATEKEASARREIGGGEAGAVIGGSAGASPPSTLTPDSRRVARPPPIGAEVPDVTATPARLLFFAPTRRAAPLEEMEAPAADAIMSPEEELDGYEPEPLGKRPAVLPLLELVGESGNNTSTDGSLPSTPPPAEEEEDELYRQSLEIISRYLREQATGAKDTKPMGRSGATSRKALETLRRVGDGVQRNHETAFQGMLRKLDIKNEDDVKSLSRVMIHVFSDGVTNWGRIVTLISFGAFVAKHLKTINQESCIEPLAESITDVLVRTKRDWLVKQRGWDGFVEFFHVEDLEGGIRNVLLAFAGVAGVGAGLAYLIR
GLD-1 RNA inh – GLD-1-TGE RNA interaction inhibition (C. elegans) | Q17339 | purified GLD-1 + fluorescein TGE RNA, fluorescence polarization | inhibition, % at 5.96 µM | hit rate 0.44% among 320,000 | AID 2280;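 active = percent inhibition above a per-plate cutoff, the plate mean of test compounds plus 3 SD, cut at about 30% in these data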;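 also: 0% = DMSO wells with GLD-1 and probe and 100% = wells lacking GLD-1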
Target sequence (Q17339 whole entry, looked up): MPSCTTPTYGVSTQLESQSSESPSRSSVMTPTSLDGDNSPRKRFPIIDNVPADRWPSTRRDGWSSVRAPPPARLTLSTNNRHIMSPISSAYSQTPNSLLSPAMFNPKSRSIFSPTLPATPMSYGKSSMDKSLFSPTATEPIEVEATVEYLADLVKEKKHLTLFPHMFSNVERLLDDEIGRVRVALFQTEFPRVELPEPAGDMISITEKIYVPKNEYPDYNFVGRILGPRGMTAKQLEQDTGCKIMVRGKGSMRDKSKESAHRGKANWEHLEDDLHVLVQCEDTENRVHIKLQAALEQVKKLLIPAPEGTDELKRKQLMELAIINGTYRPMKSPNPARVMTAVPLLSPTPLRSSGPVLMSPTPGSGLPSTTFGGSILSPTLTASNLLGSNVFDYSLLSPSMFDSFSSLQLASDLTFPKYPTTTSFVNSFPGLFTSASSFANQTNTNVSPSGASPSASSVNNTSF
BCLXL inh – Bcl-xL (human) inhibition; inhibition, % at 10.9 µM; hit rate 0.7% among 320,000; GST-Bcl-xL / FITC-Bim BH3 peptide fluorescence polarization; Q07817;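 active = inhibition above the mean of all tested compounds plus 3 SD, cutoff set per campaign, cut at about 30% in these data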;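 also: 0% = DMSO wells and 100% = unlabeled Bim-BH3 peptide competitor; inhibitors lower millipolarization by displacing the labeled peptide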
MEX-5 binding – C. elegans MEX-5 TCR-2 RNA binding activity; Q9XUB2; MEX-5/FITC-TCR2 RNA binding, fluorescence polarization; active compounds read low; activity score (negative = inhibition of binding), % at 10 µM; hit rate 0.38% among 300,000;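 active = inhibition past about -25% in most replicates, and total fluorescence under double the plate's negative control median, limit read from the data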;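 also: 0% = DMSO and -100% = 5 µM competing unlabeled TCR2 RNA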
CIT2-GFP yeast – alters CIT2-GFP fluorescence in TOR pathway yeast screen; GFP response vs DMSO, % at 10 µM; hit rate 0.065% among 320,000; AID 2029; S. cerevisiae CIT2-GFP strain, flow cytometry, 3 h; 100 means same as DMSO wells;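 active = GFP response relative to DMSO above a set limit, near the screen mean plus 3 SD, cut at about 150% in these data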;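 also: ratio of well median GFP fluorescence to mean of DMSO wells on the plate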
GRK2 inh – blocks RNA aptamer binding to human GRK2. P25098. bead flow cytometry, FAM-aptamer displacement from GRK2. inhibition of aptamer binding, % at 10 µM. hit rate 0.59% among 330,000;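 active = inhibition of aptamer binding above 40%, roughly 3 SD of noise, on plates passing a quality check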;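 also: median bead fluorescence of bound FAM aptamer so fluorescent compounds give negative values; no value below 0 was filed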
AGP1 TOR yeast – yeast TOR pathway AGP1-GFP modulation; S. cerevisiae AGP1-GFP multiplex flow cytometry, 3 h; GFP as percent of DMSO wells; hit rate 0.02% among 320,000; GFP response vs DMSO, % at 10 µM;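 active = GFP response relative to DMSO above a set limit, near screen average plus 3 SD, cut at about 150% in these data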;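 also: median GFP channel fluorescence of the gated AGP1 strain per well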
VLA-4 inh – inhibition in a human VLA-4 binding assay; P13612; VLA-4 expressing cells, ligand binding flow cytometry; inhibition, % (about 7 µM as worked out from the volumes in the protocol); hit rate 0.2% among 330,000; AID 2557; in the data active = inhibition above about 50%
Fam108B counter – blocks mouse Fam108B hydrolase in RBBP9 counter-screen; recombinant Fam108B, FP-Rh probe fluorescence polarization; inhibition, % at 9.51 µM; hit rate 0.33% among 300,000;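 active = inhibition above the screen mean inhibition plus 3 SD, computed separately per campaign, cut at about 18% in these data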;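 also: inhibitors lower polarization as less probe binds the enzyme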
An asterisk follows results filed as active; nt = no result given; & = joins results of further samples; [ ] = another dose, or the depositor's remark.

The line under a structure holds: MCL1-BIM inh, GLD-1 RNA inh, BCLXL inh, MEX-5 binding, CIT2-GFP yeast, GRK2 inh, AGP1 TOR yeast, VLA-4 inh, Fam108B counter
1	S=c1[nH]nc(-c2cc(-c3ccccc3)n[nH]2)n1/N=C/c1ccc(Br)s1
 : -9, 13, -39, 8.8, 102, 0, 122, 18, 9
2	Cc1ccc(OCCC(=O)Nc2c(C)n(C)n(-c3ccccc3)c2=O)cc1
 : -1, 12, 6, -2.6, 103, 0, 93, -10, 5
3	CN(C)CCCN(C(=O)c1ccc(S(=O)(=O)N(C)Cc2ccccc2)cc1)c1nc2c(F)cccc2s1
 : -2, -4, 0, -0.6, 106, 0, 98, -1, -1
4	O=C(COC(=O)c1ccccc1N1C(=O)C2C3CCC(C3)C2C1=O)c1ccccc1 (centres undefined)
 : 6, 5, 3, -0.6, 99, 1, 96, 5, 8
5	Cc1cc(C)c(NS(=O)(=O)c2c(C(=O)N3CCOCC3)c(C)n(C)c2C)c(C)c1
 : -6, -5, -1, -2.1, 97, 4, 96, 8, 0
6	COc1ccc(S(=O)(=O)NC2CCCCC2)cc1F
 : nt, nt, nt, 0.7, 95, 1, 91, 10, nt
7	CCCc1cc(=O)oc2cc(C)cc(OCc3nn[nH]n3)c12
 : 4, 3, 7, 1.8, 98, 2, 108, 1, 10
8	COc1ccc2sc(N(CCCN(C)C)C(=O)c3ccc(C(=O)c4ccccc4)cc3)nc2c1
 : -2, 3, -3, -0.6, 89, 0, 103, 7, 4
9	CC(C)C(NC(=O)C1CCCCC1)C(=O)Nc1ccc2c(c1)OCCO2 (centres undefined)
 : -8, 0, -4, -0.5, 107, 2, 105, 12, 4
10	CC1=C(C(=O)OCc2ccccc2)C(c2cccnc2)n2ncnc2N1 (centres undefined)
 : 7, 14, 4, -1.1, 107, 1, 105, 0, 1
11	Cc1ccnc2nc(C(=O)Nc3ccc(S(=O)(=O)N4CCCC4)cc3)nn12
 : -2, -1, 4, -6.9, 105, 0, 93, 9, 2
12	COc1cccc(-c2sc3ccccc3c2-c2ccc(OCCN3CCCC3)cc2)c1
 : nt, -3, nt, nt, 86, 0, 93, 64*, nt
13	CC(C)N(CCO)C(=O)CCc1nnc(CCCc2ccccc2)o1
 : 4, 7, 1, -0.1, 101, 0, 99, 7, 0
14	Cc1ccc(N2C(=O)C3ON(c4ccccc4)C(c4ccncc4)C3C2=O)cc1 (centres undefined)
 : 3, 0, 9, 0.5, 105, 0, 100, 23, 4
15	O=S(=O)(c1ccc(Cl)cc1Br)N1CCCCC1
 : 5, 3, 5, -3.2, 96, 0, 96, 0, -2
16	CC1CCN(CC(=O)c2c[nH]c3ccccc23)CC1
 : -17, 0, -3, 1.1, 87, 0, 96, 5, -2
17	CCOC(=O)N1CCN(S(=O)(=O)c2c(C)nc3scc(C)n3c2=O)CC1
 : 1, -3, 1, -1.4, 97, 0, 93, 2, -7
18	Cc1ccc(S(=O)(=O)NCC(=O)OCC(=O)NCc2cccs2)cc1
 : -1, 0, 0, 2.1, 99, 3, 93, 1, 3
19	COc1cc(OC)cc(-c2c(C#Cc3ccsc3)c3cc(-c4ccc(SC)cc4)ccc3n2C)c1
 : nt, -5, nt, nt, 109, 0, 108, 2, nt
20	COc1ccc(CCNC(=O)C(=O)NCC2OCCN2S(=O)(=O)c2ccc(Br)cc2)cc1 (centres undefined)
 : 1, 1, 4, -0.2, 105, 7, 101, -4, 4
21	Cn1c(=O)c2c(nc(SCC(=O)Nc3ccccc3N3CCCCC3)n2C)n(C)c1=O
 : -4, -2, 0, 0.3, 110, 3, 107, -17, 0
22	CC(C)C(NC(=O)c1ccccc1)c1nnc(SCC(=O)NC2CCCC2)n1C (centres undefined)
 : 2, 5, -4, -1.6, 92, 3, 95, -2, -1
23	O=C(CS(=O)c1ccc(Br)cc1)N1CCOCC1 (centres undefined)
 : -1, -2, 3, 0.5, 102, 1, 106, 0, 1
24	COc1ccc(CCNC(=O)Cn2cnc3ccccc3c2=O)cc1OC
 : -6, -4, 0, -1.9, 89, 4, 72, 17, 8
25	O=C1CSC(=Nc2ccc(F)cc2)N1
 : -4, -7, 3, -2.3, 105, 0, 107, -11, 3
26	CCC(C)CCN1CCN=C1N(C)C (centres undefined)
 : 4, -3, 7, nt, 88, 0, 94, 14, 0
27	Cc1ccc(NC(=O)COC(=O)C(NS(=O)(=O)c2ccc(Cl)cc2)C(C)O)c(Br)c1 (centres undefined)
 : -8, -3, 0, 5.2, 95, 1, 100, 13, 0
28	O=C(CSc1ccc(Br)cc1)Nc1ccccc1Oc1ccccc1
 : 5, 1, 3, 1.7, 87, 2, 106, 7, 3
29	CCOCCc1nn2c(=O)cc(CSCC(=O)Nc3ccc(OC)cc3)nc2s1
 : 4, 5, 3, 2.3, 113, 0, 102, 2, 1
30	CSc1ccc(/C=C(\C(=O)O)c2ccc(S(=O)(=O)N3CCCC3)s2)cc1
 : 26, -2, 4, nt, 98, 0, 104, 8, nt
31	CCOC(=O)c1c(NC(=O)c2ccccc2N(C)S(=O)(=O)c2ccccc2)sc2c1CCCC2
 : 4, 4, 1, 0.1, 93, 0, 94, 30, -7
32	CC(=O)c1ccc(NC(=O)Nc2ccc3c(c2)N(C)C(=O)CS3)cc1
 : 2, -3, 3, -7.2, 101, 0, nt, -19, 12
33	CCc1nn2c(=O)c(S(=O)(=O)Nc3ccccc3)c(C)nc2s1
 : 1, 9, 3, -3.1, 90, 0, 90, 7, -2
34	O=C(COC(=O)CNS(=O)(=O)c1ccc2ccccc2c1)Nc1ccccc1Sc1ccccc1
 : 7, -1, 8, -2.3, 87, 0, 97, 11, -15
35	Cc1ccc(OCC(=O)Nc2ccccc2C(=O)NC2CC2)cc1C
 : -2, -4, 4, 3.7, 99[may fluoresce green], 0, 99[may fluoresce green], 5, -6
36	CN(C)c1cc[n+](CC(=O)Nc2c(Cl)cc(Cl)cc2Cl)cc1
 : 3, -5, 2, 0.2, 101, 0, 99, 20, 0
37	Oc1ccccc1O
 : 29, 5, 29, nt, 88, 0, 94, 15, -1
38	CC1(C)SC2c3ccccc3C(=O)N2[C@@H]1C(=O)NCCCN1CCOCC1 (some centres undefined)
 : 5, -5, 1, 3.7, 107, 0, 102, 10, -3
39	O=[N+]([O-])c1ccc(N2CCN(CCO)CC2)cc1Sc1nc2ccccc2[nH]1
 : -9, 0, -2, -17, 113, 2, 100, 9, 2
40	Cn1cccc1C(=O)OCC(=O)NC(=O)c1ccc(Cl)cc1
 : nt, -6, nt, nt, 92, 0, 90, 6, nt
41	Cc1ccc(NC(=S)NCCc2c[nH]c3ccccc23)cc1
 : 2, 2, 6, 2.3, 104, 0, 111, 10, 8
42	Nc1ccccc1SCc1c(Cl)cccc1Cl
 : -10, 7, -3, 3.4, 86, 0, 96, 2, 3
43	Cc1c(OCC(=O)NC2CC(C)(C)NC(C)(C)C2)ccc2c3c(c(=O)oc12)CCC3
 : 5, -4, 5, -2.8, 110, 0, 109, 2, 2
44	O=S(=O)(NC(=NCCc1ccc(Cl)cc1)c1ccccc1Cl)c1cccs1
 : 2, 5, 10, 1.1, 105, 5, 102, 3, -4
45	CC1=NC(Nc2nc(C)c3ccccc3n2)=NC(C)(C)C1
 : -5, -8, -5, 4.9, 116, 0, 123, -14, -3
46	COCc1nc(-c2ccc(-c3ccc(OC)cc3)nc2OC)no1
 : -9, -12, 1, -1.7, 82, 0, 85, 11, -3
47	COCCCN(Cc1ccco1)C(=O)CSc1nc2ncccc2[nH]1
 : 5, 2, 4, 0.3, 109, 5, 105, 0, -1
48	N#C/C(=C/c1ccc(-c2ccc(S(N)(=O)=O)cc2)o1)c1nc2ccccc2s1
 : 15, -47, 45*, nt, 128, 8, 91, 0, -1
49	COc1ccc(-c2cn(-c3ccccc3)c3[n+]2CCS3)cc1
 : 0&10, -1&-6, 4&4, -2.7&-0.3, 117&88, 0&0, 103&94, 0&-12, 13&-1
50	Cc1ccc(-n2c(C)cc(/C=N/NC(=O)c3ccc(CN4CCOCC4)cc3)c2C)cc1
 : 3, -4, -2, -0.7, 79, 0, 90, 7, 8
51	COCCOC(=O)c1nccnc1C(=O)Nc1ccc(S(=O)(=O)N2CCOCC2)cc1
 : 2, 5, -1, 2.9, 95, 2, 101, -1, -1
52	CN1C(=O)Cc2cc(S(=O)(=O)NCCc3ccc(Cl)cc3)ccc21
 : 1, -4, -1, 1.1, 99, 0, 96, 8, -6
53	CC1Cc2ccccc2N1C1=CC(=O)CCC1 (centres undefined)
 : 4, -1, 7, 0.0, 91, 0, 96, 33, 4
54	O=C(CN1C(=O)c2ccccc2C1=O)N1CCN(c2ccccc2)CC1
 : -3, -1, 7, -0.4, 90, 0, 96, 0, 1
55	C(=N\n1cnnc1)/c1ccc(N2CCOCC2)s1
 : 2, -2, 6, -0.7, 113, 1, 81, 14, -2
56	Cc1ccccc1CNC(=O)C1CCC(=O)N(CC2CCCCC2)C1 (centres undefined)
 : -11, 2, -4, -3.1, 108, 0, 106, -1, -3
57	CCOC(=O)CSc1ccccn1
 : 0, 8, 4, 1.7, 98, 0, 97, 11, -2
58	CCC(C)c1ccccc1NC(=O)Cc1coc2cc3c(cc12)CCC3 (centres undefined)
 : -4, 2, -2, -2.4, 99, 2, 103, 20, -3
59	O=C(COc1ccccc1)Nc1nnc(-c2ccccc2)o1
 : 8, -4, 3, -0.1, 99, 6, 98, -14, 1
60	COc1ccc(C(=O)NNC(=O)c2ccc(F)c(S(=O)(=O)N3CCOCC3)c2)cc1
 : nt, -3, nt, nt, 105, 0, 95, 13, nt

The results go on:
The line under a structure holds: MCL1-BIM inh, GLD-1 RNA inh, BCLXL inh, MEX-5 binding, CIT2-GFP yeast, GRK2 inh, AGP1 TOR yeast, VLA-4 inh, Fam108B counter
61	Cc1ccc(S(=O)(=O)c2nnn3c2nc(N2CCOCC2)c2ccccc23)cc1C
 : -2, 13, 6, 1.1, 99, 3, 97, 4, -1
62	CCOC(=O)C1CCN(S(=O)(=O)c2ccc(Cl)cc2)CC1
 : 1, -1, 1, 1.8, 96, 0, 101, 7, -2
63	CC(C)CN(C(=O)CN1CCN(c2cccc(Cl)c2)CC1)c1c(N)n(CC(C)C)c(=O)[nH]c1=O
 : 2, -4, 9, 0.7, 99, 0, 92, 12, -1
64	COC(=O)C1CCN(C(=O)COC(=O)CC(NC(C)=O)c2ccccc2)CC1 (centres undefined)
 : -9, -2, -1, -1.1, 103, 2, 109, 7, 2
65	O=C(/C=C/c1ccc([N+](=O)[O-])cc1)NCCc1ccccc1
 : 2, -7, 2, 0.4, 102, 0, 98, -3, -4
66	Cn1c2[n+](c3ccc(Cl)cc3c1=O)Cc1ccccc1-2
 : 0, 1, 8, -2.4, 94, 1, 104, -1, 1
